# RSV antiviral HEp-2 – RSV antiviral activity via CPE protection, HEp-2 cells, primary 10 µM value included (AID 2391). HEp-2 cells, RSV-induced CPE inhibition; higher % means a stronger effect. CPE inhibition, % at 10 µM; hits with a dose series show IC50 in µM. 310,000 tested, 0.13% active; in the data active = a potency from the dose series; inconclusive = CPE inhibition mostly from about 23% at the one dose, without a potency; inactive = the rest, 99 in 100 with CPE inhibition below about 21%; also: strong numbers were not always called active
# SV40 large T antigen – SV40 large T antigen inhibitors, biochemical (AID 1903); SV40 large T antigen ATPase/helicase inhibition assay; higher % means a stronger effect; inhibition, % at 20 µM, or IC50 in µM where a hit was titrated; 310,000 tested, 0.39% active; in the data active = a potency from the dose series; inconclusive = inhibition mostly from about 32% at the one dose, without a potency; inactive = the rest, 99 in 100 with inhibition below about 32%; also: strong numbers were not always called active
# WT yeast gro inh – growth inhibition of WT strain, primary screen, mitochondrial fusion inhibitor project, WT and mutant strains, chemical genetic; mitochondrial fusion phenotypic screen; inhibition, % at 10 µM; 190,000 tested, 2.1% active; AID 1362, 2008; in the data active = inhibition above about 58%; tested in S. cerevisiae
# West Nile antiviral – West Nile virus antiviral activity, cell-based, CPE readout (AID 1621); West Nile virus-infected cells, CPE inhibition; higher % means a stronger effect; 290,000 tested, 0.02% active; one-dose CPE inhibition, % at 10 µM; IC50 in µM for titrated hits; in the data active = a potency from the dose series; inconclusive = CPE inhibition mostly from about 3.7% at the one dose, without a potency; inactive = the rest, 99 in 100 with CPE inhibition below about 2.2%; also: strong numbers were not always called active
# K1F lysis inhibition – inhibition of K1F phage lysis, E. coli UTI89, bacterial capsule biogenesis inhibitors, alamar blue (AID 488966) | E. coli UTI89 K1F phage lysis, alamar blue, 2 h; higher % means a stronger effect | one-dose inhibition, % at 100 µM; IC50 in µM for titrated hits | 340,000 tested, 0.02% active;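 active = phage lysis inhibition, versus mean bacterial control, above a set limit; inconclusive = no clear call, values can overlap the other calls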;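 also: capsule biogenesis inhibitors block K1F phage lysis so surviving cells raise fluorescence; higher fluorescence means more inhibition of phage lysis; actives were called in the ten point dose series up to 300 µM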
# Yfh1-off respiration – enhancers of respiration in Yfh1-depleted yeast, dose response, Friedreich's ataxia, plus single-dose screen (AID 1465); S. cerevisiae Yfh1-off respiration, WST-1 reduction, 72 h; higher fold induction means a stronger effect; 220,000 tested, 0.074% active; one-dose fold induction at 50 µM; EC50 in µM for titrated hits;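 active = fold induction of absorbance versus untreated yeast above a set limit, then at least 30% activation at any dose in follow-up; inconclusive = repeats straddling the limit, or above it without dose testing; inactive = fold induction below the set limit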;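 also: activators that raise dye reduction in frataxin-depleted yeast; strong numbers were not always called active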
# NS5 inhibitors – Dengue-2 NS5 methyltransferase inhibitors, primary screen, biochemical, confirmation dose response (AID 588689). Genome polyprotein (Dengue virus type 2 (strain 16681-PDK53)). Dengue-2 NS5 methyltransferase capping enzyme assay, biochemical; higher % means a stronger effect. inhibition, % at 25 µM, or IC50 in µM where a hit was titrated. 340,000 tested, 0.3% active; in the data active = a potency from the dose series; inconclusive = inhibition above about 29% without an active follow-up result
# CSM14.1 death rescue – rescue of cells from ER stress-induced death, primary screen, 384-well, CSM14.1, thapsigargin, ATP luminescence (AID 1222) | CSM14.1 thapsigargin-induced death rescue, ATP luminescence; higher % means a stronger effect | 190,000 tested, under 10 active | cellular ATP content (survival), % at 20 µM, or EC50 in µM where a hit was titrated;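 active = EC50 below 50 µM in the dose-response confirmation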;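 also: death triggered by thapsigargin at about 15 µM added after 2 h compound pretreatment; cell ATP read after overnight thapsigargin exposure of roughly 18 to 22 hours; normalized against plate controls of thapsigargin alone and 5% DMSO vehicle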
# XIAP antagonists – XIAP antagonists, biochemical, IAP family, fluorescence polarization (AID 1018); XIAP BIR domain, fluorescence polarization peptide displacement; higher % means a stronger effect; 200,000 tested, 0.007% active; displacement, % at 20 µM; hits with a dose series show IC50 in µM; in the data active = displacement above about 50%; also: a part of the inactive calls stands beside numbers as strong as those of hits
# WT yeast gro inh mutant strain – second read-out of WT yeast gro inh, no call of its own (marks repeat the call); inhibition, %; mitochondrial fusion phenotypic screen, mutant strain inhibition
# * = called active by the depositor; i = inactive; ? = inconclusive; · = no result given; [ ] = remark or other dose.
# Preview:
SMILES,RSV antiviral HEp-2,SV40 large T antigen,WT yeast gro inh,WT yeast gro inh mutant strain,West Nile antiviral,K1F lysis inhibition,Yfh1-off respiration,NS5 inhibitors,CSM14.1 death rescue,XIAP antagonists
CCC(C)c1ccc(NC(=S)Nc2ccc(OC)cc2C)cc1 (stereo not drawn),2.7%,7%,75*,0.4*,-1.1%,4.6%,i,-5%,2.2%,-10%
COc1ccc2nc3c(nc2c1)CCCC3,0.5%,-2%,·,·,-0.4%,0.1%,·,-8%,·,·
N#Cc1nc(N)nc(N(c2ccccc2)c2ccccc2)n1,4.5%,5%,-3,13,?,2.1%,i,-3%,1.1%,-1.9%
CC(=O)c1csc(COc2ccc(Cl)cc2)n1,·,16%,·,·,-0.6%,0.8%,i,-4%,·,·
COc1ccc(S(=O)(=O)Nc2ccc(NC(C)=O)cc2)cc1OC,-0.4%,10%,-17,-9,0.4%,-0.1%,i,1%,-0.9%,-4.9%
O=C(NCc1nnc(SCC(=O)N2CCOCC2)o1)c1cccs1,0.8%,-1%,-2,13,0.0%,0.1%,i,-7%,-0.2%,-14%
Cc1ccc2nc3c(c(N)c2c1)CCN3c1ccccc1,?,14%,-15,-6,0.4%,0.3%,i,18%,-5.5%,0.9%
CCOC(=O)c1nsnc1NCCSC(=N)N,1.6%,11%,-2,-18,0.4%,0.1%,i,2%,-0.8%,0.5%
O=C(Cn1cc2c(n1)CCCCC2)N1CCc2ccccc2C1,0.6%,0%,-11,-6,-0.1%,7.3%,i,-9%,·,-1.5%
O=C(CN1CCN(C(=O)c2ccccc2)CC1)Nc1ncc(Br)cc1Br,2.5%,-2%,-6,-2,-0.2%,1.3%,i,-6%,·,-8.6%
Fc1ccccc1CSc1nnc(-c2cnccn2)n1Cc1ccco1,1.4%,6%,8,-21,·,0.3%[50 µM],·,-2%,2.2%,-5.7%
Cc1cc(C)c(C)c(S(=O)(=O)Nc2ccc(O)cc2)c1C,17%,30%,-9,-32,0.2%,0.6%,i,-7%,·,-1.4%
CCc1nnc(NC(=O)C2CC(=O)N(C3CCCC3)C2)s1 (stereo not drawn),2.4%,6%,·,·,0.4%,0.6%,·,-2%,·,·
Cc1nnc(NC(=O)Cn2c(=O)sc3ccccc32)s1,1.2%,-3%,-5,-24,-0.1%,0.1%,i,-3%,-1.2%,-6.6%
CCCCCC(=O)N1CC2(CC(c3cccc(NC(=O)COc4ccc(Cl)cc4)c3)=NO2)C[C@@H]1C(N)=O (stereo partly drawn),11%,6%,·,·,-0.1%,1.6%,i,-6%,·,·

# The listing, repeating the preview:
SMILES,RSV antiviral HEp-2,SV40 large T antigen,WT yeast gro inh,WT yeast gro inh mutant strain,West Nile antiviral,K1F lysis inhibition,Yfh1-off respiration,NS5 inhibitors,CSM14.1 death rescue,XIAP antagonists
CCC(C)c1ccc(NC(=S)Nc2ccc(OC)cc2C)cc1 (stereo not drawn),2.7%,7%,75*,0.4*,-1.1%,4.6%,i,-5%,2.2%,-10%
COc1ccc2nc3c(nc2c1)CCCC3,0.5%,-2%,·,·,-0.4%,0.1%,·,-8%,·,·
N#Cc1nc(N)nc(N(c2ccccc2)c2ccccc2)n1,4.5%,5%,-3,13,?,2.1%,i,-3%,1.1%,-1.9%
CC(=O)c1csc(COc2ccc(Cl)cc2)n1,·,16%,·,·,-0.6%,0.8%,i,-4%,·,·
COc1ccc(S(=O)(=O)Nc2ccc(NC(C)=O)cc2)cc1OC,-0.4%,10%,-17,-9,0.4%,-0.1%,i,1%,-0.9%,-4.9%
O=C(NCc1nnc(SCC(=O)N2CCOCC2)o1)c1cccs1,0.8%,-1%,-2,13,0.0%,0.1%,i,-7%,-0.2%,-14%
Cc1ccc2nc3c(c(N)c2c1)CCN3c1ccccc1,?,14%,-15,-6,0.4%,0.3%,i,18%,-5.5%,0.9%
CCOC(=O)c1nsnc1NCCSC(=N)N,1.6%,11%,-2,-18,0.4%,0.1%,i,2%,-0.8%,0.5%
O=C(Cn1cc2c(n1)CCCCC2)N1CCc2ccccc2C1,0.6%,0%,-11,-6,-0.1%,7.3%,i,-9%,·,-1.5%
O=C(CN1CCN(C(=O)c2ccccc2)CC1)Nc1ncc(Br)cc1Br,2.5%,-2%,-6,-2,-0.2%,1.3%,i,-6%,·,-8.6%
Fc1ccccc1CSc1nnc(-c2cnccn2)n1Cc1ccco1,1.4%,6%,8,-21,·,0.3%[50 µM],·,-2%,2.2%,-5.7%
Cc1cc(C)c(C)c(S(=O)(=O)Nc2ccc(O)cc2)c1C,17%,30%,-9,-32,0.2%,0.6%,i,-7%,·,-1.4%
CCc1nnc(NC(=O)C2CC(=O)N(C3CCCC3)C2)s1 (stereo not drawn),2.4%,6%,·,·,0.4%,0.6%,·,-2%,·,·
Cc1nnc(NC(=O)Cn2c(=O)sc3ccccc32)s1,1.2%,-3%,-5,-24,-0.1%,0.1%,i,-3%,-1.2%,-6.6%
CCCCCC(=O)N1CC2(CC(c3cccc(NC(=O)COc4ccc(Cl)cc4)c3)=NO2)C[C@@H]1C(N)=O (stereo partly drawn),11%,6%,·,·,-0.1%,1.6%,i,-6%,·,·
CC(=O)Nc1ccc(NC(=O)Nc2cccc(C)c2C)cc1,1.0%,0%,-14,2,1.5%,-0.1%,i,-18%,0.7%,-3.9%
COc1ccc(NC2=NCCC(=O)N2Cc2cccs2)cc1,0.6%,10%,-7,-10,0.9%,0.0%,i,3%,0.0%,-10%
CC1Cn2c(nnc2-c2ccccc2O)S1 (stereo not drawn),1.8%,4%,12,-1,1.6%,0.7%,i,4%,-1.3%,0.7%
O=C(COC(=O)c1ccc(S(=O)(=O)N2CCCC2)cc1)NCc1ccco1,3.2%,6%,·,·,0.0%,0.2%,i,-5%,·,·
O=C(Cc1ccc(S(=O)(=O)N2CCCC2)s1)N1CCOCC1,0.8%,4%,-12,-19,0.1%,0.1%,i,4%,1.9%,-6.0%
CC(=O)c1cc(C(=O)NC2CCCc3c2cnn3-c2cc(C)cc(C)c2)[nH]n1 (stereo not drawn),1.9%,9%,·,·,-1.0%,0.0%[50 µM],·,0%,·,·
Cc1cccc(C)c1NC(=O)[C@@]1(CC(=O)O)CC(/C=C/c2ccccc2)=NO1,0.6%,-1%,·,·,0.7%,2.9%[50 µM],·,2%,·,·
CN(C)c1nc(=Nc2cccc(Cl)c2)ss1,15%,22%,·,·,0.2%,0.9%,i,-1%,·,·
Cc1ccc(NC(=O)CSc2nc(=O)n(CCCN3CCOCC3)c3c2CCCC3)c(C)c1,0.1%,12%,·,·,·,0.8%[50 µM],·,2%,·,·
CCOC(=O)C1=CSC2=NS(=O)(=O)CCN12,0.8%,-7%,0,1,0.0%,2.0%,i,-3%,-0.6%,-5.4%
N#Cc1c(-c2cccc(F)c2)cc(-c2ccccc2)nc1Br,4.3%,17%,-9,-6,-0.6%,0.1%,i,-10%,1.5%,-4.2%
Cc1c(C(=O)N2CCCCCC2)c(S(=O)(=O)Nc2cccc(F)c2)c(C)n1C,2.2%,8%,·,·,0.3%,3.8%,·,1%,·,·
O=C(CNC(=O)c1ccc2c(c1)OCO2)N/N=C(Br)/C=C/c1ccccc1,1.6%,14%,21,0,-0.1%,0.4%[50 µM],i,1%,-2.3%,-8.3%
COc1ccc2c(c1)CC/C2=N\OC(=O)c1ccccc1OC,9.2%,8%,13,38,-0.4%,0.2%,i,2%,-1.8%,-0.5%
CCn1nc([N+](=O)[O-])c(C(C#N)c2nc3cc(C(F)(F)F)ccc3s2)c(Cl)c1=O (stereo not drawn),-3.3%,9%,43,41,0.2%,-24%,i,58µM*,-3.6%,-6.8%
CC(=O)c1cccc(NC(=O)c2cccc(N3C(=O)c4ccccc4C3=O)c2)c1,2.6%,15%,·,·,-0.6%,0.3%[50 µM],·,-5%,·,·
Cc1cnc(NC(=O)C2CC(=O)N(c3cccc(Cl)c3)C2)s1 (stereo not drawn),0.4%,12%,·,·,0.1%,-0.1%[50 µM],·,0%,·,·
COc1ccc(NC(=O)c2oc3ccccc3c2C)c(OC)c1,-0.3%,2%,-1,2,-0.2%,-0.2%,i,8%,·,-5.7%
Cc1ccc2c(c1)c1c(n2CC(O)Cn2ccnc2C)C(=O)CCC1 (stereo not drawn),1.7%,19%,-14,-13,0.1%,1.2%,i,1%,0.0%,1.9%
COc1ccc(C(C2C(=O)CC(C)(C)CC2=O)C2C(=O)CC(C)(C)CC2=O)cc1CO,0.9%,10%,·,·,0.8%,-0.8%[50 µM],·,46µM*,·,·
O=C(CNS(=O)(=O)c1c(Cl)cccc1Cl)OCC(=O)N1CCN(c2ccccc2)CC1,0.9%,3%,-6,-13,-0.4%,1.4%[50 µM],i,5%,-4.6%,-2.4%
COc1ccc(CC2(CO)CCN(S(=O)(=O)c3cccc4cccnc34)CC2)cc1,3.1%,5%,·,·,-0.2%,-0.3%,·,-17%,·,·
CCC(=O)Oc1ccc2c(C)c(Cl)c(=O)oc2c1,1.1%,25%,8,9,-0.1%,2.1%,i,-6%,-1.7%,-1.3%
CCOC(=O)C1CCN(Cc2nc(-c3ccc(OC)c(OC)c3)no2)CC1,1.1%,1%,10,21,0.2%,0.2%,i,·,0.0%,-1.0%
Cc1ccc(NC(=O)COC(=O)c2cccnc2Cl)cc1S(=O)(=O)N1CCCCC1,1.6%,4%,-2,9,-0.3%,-0.1%,i,1%,-0.2%,-7.5%
Cc1ccccc1C(=O)NC(=S)Nc1sc2c(c1C#N)CCCC2,49%,5%,42,30,-0.2%,0.7%,i,-11%,-2.2%,0.1%
COc1ccc(N(C)S(=O)(=O)c2cccc(C(=O)Nc3nc4ccccc4[nH]3)c2)cc1,19%,3%,21,-18,0.4%,0.1%,i,-2%,1.5%,-2.8%
Cn1cnc2c(cnn2-c2ccccc2)c1=O,1.4%,0%,·,·,0.1%,1.2%,·,-7%,·,·
N#CC1=C(N)Oc2n[nH]c(-c3cccs3)c2C1c1cccs1 (stereo not drawn),2.7%,32%,2,3,0.1%,-2.0%,i,-2%,-2.3%,-2.1%
CCOC(=O)C1=C(C)N(CCCC(=O)O)C(=O)NC1c1ccc(OC)cc1 (stereo not drawn),2.0%,0%,5,-8,0.2%,1.0%,i,-10%,-4.7%,-8.1%

# Screening data (PubChem)
